Diaph act CS = diaphorase activation or chemical reduction counter-screen. AID 1229. activation factor at 20 µM. Diaphorase/resazurin coupled assay, resorufin fluorescence, 16 min; stronger effect = higher value; 1 = vehicle wells, 0 = NADH-free wells. 190,000 compounds, 0.005% hits;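 active means diaphorase activity raised at least twofold by the compound at 20 µM; inactive means activation factor below 2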
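Material: purified diaphorase enzyme from Clostridium kluyveri / Medium: HEPES pH 7.4 buffer with MgCl2 and Tween 20 / Schedule: enzyme reaction of 16 min at room temperature / Measured by: resorufin fluorescence, excitation 544 nm, emission 590 nm / Evaluation: rise in resorufin formation, marking diaphorase activation or chemical reduction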
TNAP inh hi DEA = TNAP (human) inhibition, high acceptor; purified TNAP, CDP-star luminescence, 1 M DEA; P05186; inhibition, % at 20 µM; 200,000 compounds, 0.03% hits;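 active means over 50% inhibition of tissue-nonspecific alkaline phosphatase at 20 µM in the single-dose screen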;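 further: plate controls were DMSO wells for no effect and EDTA-quenched wells as full inhibition for full effect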
Target sequence (P05186 whole entry, looked up): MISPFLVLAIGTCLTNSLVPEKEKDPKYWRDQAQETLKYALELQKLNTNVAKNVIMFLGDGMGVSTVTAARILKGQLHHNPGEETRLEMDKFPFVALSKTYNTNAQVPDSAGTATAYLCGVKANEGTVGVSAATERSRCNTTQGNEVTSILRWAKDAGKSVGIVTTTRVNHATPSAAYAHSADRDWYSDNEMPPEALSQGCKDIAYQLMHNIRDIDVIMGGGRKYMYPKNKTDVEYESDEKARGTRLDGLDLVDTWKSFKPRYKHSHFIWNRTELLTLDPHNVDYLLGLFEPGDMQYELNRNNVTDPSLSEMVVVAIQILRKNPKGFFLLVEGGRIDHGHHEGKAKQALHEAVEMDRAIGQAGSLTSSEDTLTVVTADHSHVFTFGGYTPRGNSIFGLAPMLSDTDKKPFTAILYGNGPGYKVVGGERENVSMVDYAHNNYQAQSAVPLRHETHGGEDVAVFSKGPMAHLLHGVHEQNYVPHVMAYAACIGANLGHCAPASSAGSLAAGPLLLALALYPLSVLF
PMI act satM6P = increases human PMI activity with near-saturating mannose 6-phosphate. P34949. coupled PMI enzyme assay, resazurin fluorescence, 20 min; stronger effect = higher value; 1 = untreated enzyme, 0 = substrate-free blank. activation factor at 20 µM. 190,000 compounds, 0.34% hits;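 active means activation factor of 2 or more at 20 µM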
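Material: human phosphomannose isomerase with PGI, G6PDH, diaphorase coupling enzymes; amount: PMI at 15 ng/mL final; also added: Mannose-6-phosphate 1.0 mM (near-saturating) plus 0.22 mM NADP+; incubation: enzyme reaction with compound 20 min at room temperature; signal: resorufin fluorescence (Ex 544/Em 590 nm) from resazurin via diaphorase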
Efa HMGR inh = blocks class II HMG-CoA reductase of Enterococcus faecalis | purified E. faecalis HMGR, NADPH absorbance 340 nm kinetic | inhibition, % at 10 µM | 190,000 compounds, 0.41% hits | AID 1066;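 active means inhibition above a set limit, the median over all tested compounds plus 3 SD, cut at about 9.5% in these data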;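 further: enzyme runs in reverse so mevalonate oxidation gives rising NADPH absorbance; 0% = complete reaction with DMSO and 100% = background rate lacking mevalonate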
G6PDH counter = inhibits Leuconostoc G6PDH, flagging false hits in G6PDH-based assays; Purified L. mesenteroides G6PDH, diaphorase/resazurin coupled fluorescence, 45 min; inhibition, % at 5 µM; 200,000 compounds, 0.12% hits; in the data active means inhibition above about 50%
PMI act = increases human mannose-6-phosphate isomerase activity; activation factor at 20 µM; 190,000 compounds, 0.005% hits; purified human PMI, coupled resazurin fluorescence, 20 min; stronger effect = higher value; 1 = vehicle control, 0 substrate-free wells;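 active means activation factor of 2 or more at 20 µM, relative to plate controls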
Diaphorase inh = counter-screen for diaphorase-based assays: diaphorase inhibitors and chemical oxidizers; AID 1217; 190,000 compounds, 0.69% hits; diaphorase resazurin-to-resorufin fluorescence, NADH, 16 min; bacterial (C. kluyveri) enzyme, not human; inhibition, % at 20 µM;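 active means primary screen inhibition at 20 µM above a set limit, cut at about 50% in these data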;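 further: plate controls were DMSO with full reaction for no effect and wells lacking NADH for full effect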
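Assay system: diaphorase enzyme from Clostridium kluyveri; Input: enzyme working solution with 0.14 U/mL diaphorase; Timing: 16 min at room temperature; Technique: resorufin fluorescence, excitation 544 nm, emission 590 nm; Benchmarks: positive control minus NADH, DMSO neutral control.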
TNAP act hi DEA = increases human TNAP activity under high phosphate acceptor concentration; P05186; purified TNAP, CDP-star luminescence, 1 M DEA, 30 min; stronger effect = higher value; 0 = EDTA background, 1 = DMSO-only activity; activation factor at 20 µM; 200,000 tested, under 10 active; AID 1136;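 active means activation factor at least 2 at 20 µM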
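Dosing: 20 µM single point. System: human TNAP. Amount: TNAP 1/800 final. Incubation: 30 min, room temperature. Read-out: TNAP activation factor scaled between EDTA and DMSO control wells. Signal: luminescence from CDP-star hydrolysis. Medium: 1 M DEA, pH 9.8, Mg2+, Zn2+. Control set: EDTA negative control, DMSO positive control.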
FLuc stim CS = affects firefly luciferase, flagging false hits in luciferase stimulation screens; P08659; ATPlite luciferase biochemical, luminescence, 10 min; 0 = ATP-free wells, 1 = DMSO control; activation factor at 10 µM; 200,000 tested, under 10 active;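 active means luciferase activation factor, scaled between plate controls, of at least 2 with compound at 10 µM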
Target sequence (P08659 whole entry, looked up): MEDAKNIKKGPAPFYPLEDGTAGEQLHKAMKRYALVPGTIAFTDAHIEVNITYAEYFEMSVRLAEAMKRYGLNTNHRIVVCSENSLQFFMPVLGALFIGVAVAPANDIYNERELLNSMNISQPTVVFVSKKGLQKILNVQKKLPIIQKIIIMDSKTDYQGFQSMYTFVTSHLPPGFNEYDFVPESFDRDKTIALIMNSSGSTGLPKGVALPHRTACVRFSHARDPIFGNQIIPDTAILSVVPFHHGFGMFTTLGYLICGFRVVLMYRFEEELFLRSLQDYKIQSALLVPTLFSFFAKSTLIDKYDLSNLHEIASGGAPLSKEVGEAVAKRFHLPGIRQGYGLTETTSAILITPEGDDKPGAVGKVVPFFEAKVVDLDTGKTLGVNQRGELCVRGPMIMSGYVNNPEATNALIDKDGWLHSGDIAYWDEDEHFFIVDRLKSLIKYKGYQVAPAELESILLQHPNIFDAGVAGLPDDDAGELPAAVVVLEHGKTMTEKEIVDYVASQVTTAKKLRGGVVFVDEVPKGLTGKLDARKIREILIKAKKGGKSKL
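Assay system: Luciferase/luciferin detection reagent, cell-free biochemical luciferase assay / Also added: ATP substrate / Schedule: 10 min at ambient temperature / Measured by: luminescence measurement of luciferase light output / Benchmarks: low control with PBS replacing ATP, high control enzyme plus ATP without compound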
TNAP inh noacc = inhibitors of human TNAP without phosphate acceptor; purified TNAP, CDP-star luminescence, 30 min; inhibition, % at 20 µM; 200,000 compounds, 0.26% hits;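 active means tissue-nonspecific alkaline phosphatase inhibition above about 50% at 20 µM in the single-dose screen, limit read from the data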;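 further: 0% = DMSO negative control and 100% = EDTA positive control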
The depositor's hits bear a star; x = not tested or not shown.

Start of the data: the first 14 records, ahead of the listing:
SMILES	Diaph act CS	TNAP inh hi DEA	PMI act satM6P	Efa HMGR inh	G6PDH counter	PMI act	Diaphorase inh	TNAP act hi DEA	FLuc stim CS	TNAP inh noacc
CCO[C@H]1OC(C(=O)NCc2ccccc2)=C[C@@H](C)[C@@H]1CCCO	0.9	-10	1	0	6	0.9	7	1.1	1	-10
OCCC1CN(Cc2nc3ccccc3s2)CCN1C1CCCC1 (stereo unspecified)	1	0	0.9	-6	13	0.9	1	1	1	1
COc1cccc2c1nc(C)c1cc(C)oc12	0.9	-4	0.9	4	0	0.9	8	1	0.9	-8
O=Cc1cccn1-c1ccc2ccccc2c1	0.9	3	0.8	-1	8	0.9	8	1	0.9	0
COC(=O)c1ccc(C(=O)OC)c(NC(=O)c2cnc3n(c2=O)CCS3)c1	1	-2	0.9	-6	2	0.9	3	1	1	-6
CN1CCc2cccc3c2[C@@H]1Cc1ccc(O)c(O)c1-3	0.3	8	0.5	-5	40	0.4	69*	0.9	1	14
Cc1csc(NC(=O)CSc2nnc(C)n2Cc2ccco2)n1	0.9	-5	1.1	-5	5	1	9	1.1	1	-13
COc1ccc(-c2csc(N(CC3CCCO3)C(=O)c3cccs3)n2)cc1 (stereo unspecified)	0.9	-4	1	3	-2	0.9	12	1	1	-11
N#CCCS(=O)(=O)c1nnnn1-c1ccccc1	0.9	-5	1	x	-1	1	14	1.1	1	-12
CCOC(=O)c1c(C)[nH]c(C(=O)OCCOc2ccc(Cl)cc2)c1C	0.9	2	0.9	1	0	0.9	10	1	1	-21
NS(=O)(=O)c1ccc(N2N=C(c3ccccc3)CC2c2ccc(F)cc2)cc1 (stereo unspecified)	0.7	-11	0.7	3	-20	0.8	31	1.1	1	-36
CCOC(=O)C1CCN(C(=O)c2cn(C)c(=O)c3cc(OC)c(OC)cc23)CC1	0.9	-1	0.9	-3	9	1	15	1	1.1	-4
COCCCNC(=O)C1CCCCN1S(=O)(=O)c1ccc(F)cc1 (stereo unspecified)	1	-1	1	0	0	1	0	1	1.1	-8
COc1ccc(C(=O)Oc2cccc(Nc3ncnc4ccccc34)c2)cc1OC	0.9	-1	0.9	-4	-13	0.9	14	1	1	-7

Results, previewed entries included:
SMILES	Diaph act CS	TNAP inh hi DEA	PMI act satM6P	Efa HMGR inh	G6PDH counter	PMI act	Diaphorase inh	TNAP act hi DEA	FLuc stim CS	TNAP inh noacc
CCO[C@H]1OC(C(=O)NCc2ccccc2)=C[C@@H](C)[C@@H]1CCCO	0.9	-10	1	0	6	0.9	7	1.1	1	-10
OCCC1CN(Cc2nc3ccccc3s2)CCN1C1CCCC1 (stereo unspecified)	1	0	0.9	-6	13	0.9	1	1	1	1
COc1cccc2c1nc(C)c1cc(C)oc12	0.9	-4	0.9	4	0	0.9	8	1	0.9	-8
O=Cc1cccn1-c1ccc2ccccc2c1	0.9	3	0.8	-1	8	0.9	8	1	0.9	0
COC(=O)c1ccc(C(=O)OC)c(NC(=O)c2cnc3n(c2=O)CCS3)c1	1	-2	0.9	-6	2	0.9	3	1	1	-6
CN1CCc2cccc3c2[C@@H]1Cc1ccc(O)c(O)c1-3	0.3	8	0.5	-5	40	0.4	69*	0.9	1	14
Cc1csc(NC(=O)CSc2nnc(C)n2Cc2ccco2)n1	0.9	-5	1.1	-5	5	1	9	1.1	1	-13
COc1ccc(-c2csc(N(CC3CCCO3)C(=O)c3cccs3)n2)cc1 (stereo unspecified)	0.9	-4	1	3	-2	0.9	12	1	1	-11
N#CCCS(=O)(=O)c1nnnn1-c1ccccc1	0.9	-5	1	x	-1	1	14	1.1	1	-12
CCOC(=O)c1c(C)[nH]c(C(=O)OCCOc2ccc(Cl)cc2)c1C	0.9	2	0.9	1	0	0.9	10	1	1	-21
NS(=O)(=O)c1ccc(N2N=C(c3ccccc3)CC2c2ccc(F)cc2)cc1 (stereo unspecified)	0.7	-11	0.7	3	-20	0.8	31	1.1	1	-36
CCOC(=O)C1CCN(C(=O)c2cn(C)c(=O)c3cc(OC)c(OC)cc23)CC1	0.9	-1	0.9	-3	9	1	15	1	1.1	-4
COCCCNC(=O)C1CCCCN1S(=O)(=O)c1ccc(F)cc1 (stereo unspecified)	1	-1	1	0	0	1	0	1	1.1	-8
COc1ccc(C(=O)Oc2cccc(Nc3ncnc4ccccc34)c2)cc1OC	0.9	-1	0.9	-4	-13	0.9	14	1	1	-7
Cc1ccnc(NC(=O)CCCOc2ccccc2)c1	0.9	1	0.9	-4	18	0.9	12	1	1	-2
O=S1(=O)CC=C(CSc2nc3ccccc3[nH]2)C1	0.9	-8	1	-13	-7	1	8	1.1	1	-16
CCc1ccccc1N1CC23C=CC(O2)C(C(=O)OC)C3C1=O (stereo unspecified)	0.9	-3	1	3	-1	1	10	1	1	-12
O=C(CCN1C(=O)c2ccccc2C1=O)N1CCN(C(=O)c2ccccc2)CC1	0.9	-3	0.9	-1	17	0.9	10	1	1	-4
Cc1c(/C=N/NC(=O)c2ccc3c(c2)OCO3)cnn1C	0.9	-3	1	1	1	0.9	7	1	1	-14
CCC(C)NC(=O)CSc1nnc(-c2ccncc2)n1-c1ccc(OC)cc1 (stereo unspecified)	0.9	-2	0.9	-1	4	1	7	1	1	-8
COc1c(C)cc(C(=O)C2CCCN(Cc3ccc(Oc4ncccn4)cc3)C2)cc1C (stereo unspecified)	0.9	-8	1	-3	8	0.9	7	1.1	1.1	-2
CC(C)(C)NC(=O)C(=O)NN=C1CCCCCCCCCCC1	1.3	-5	1.1	2	12	1.2	-25	1	1	6
CNc1nnc(-c2ccc(C)cc2)c2ccccc12	0.9	-2	0.9	2	7	0.9	12	1	1	0
Cc1ccc(S(=O)(=O)NCCSc2nnnn2C)cc1	1	-3	1	-8	3	1	4	1	1.1	-11
Cc1cc(C)c(S(=O)(=O)N2CCN(c3ccc([N+](=O)[O-])c(-n4nc(C)cc4C)c3)CC2)c(C)c1	0.9	-3	0.8	-1	6	0.8	13	1	1	1
Cc1cc(C)nc(N/N=C/c2ccc(N3CCOCC3)cc2)n1	1	-1	1	-7	4	1	0	1	1	-8
Cc1sc(NC(=O)c2ccco2)c(CN2CCN(c3ccccn3)CC2)c1C	0.8	-6	0.9	-1	-1	0.8	21	1.1	0.9	-11
COCCN(CCOC)C(=O)COC(=O)c1ccc(Cl)c(S(=O)(=O)N(C)c2ccccc2)c1	0.8	-3	1	-1	-1	1	19	1	1.1	-9
CC(C)(C)c1ccc(C(=O)Nc2cnccn2)cc1	0.8	-5	1	3	-4	0.9	18	1.1	0.1	-14
O=C(Cc1ccc(Cl)cc1)Nc1ccccc1CO	0.9	-3	0.9	-1	-8	0.9	10	1	1.1	4
Cc1ccc(S(=O)(=O)NCC(=O)OCC(=O)NC(=O)NC2CCCC2)cc1	1	-1	1	-7	8	1	0	1	1	9
CN(Cc1ccccc1)Cc1c[nH]c2ccccc12	0.9	0	0.8	-1	-2	0.9	13	1	1.1	-4
CCC(=O)Oc1ccc2oc(=O)cc(C)c2c1	0.9	4	0.9	1	-5	1	12	1	1	1
COc1cc(CNC(C)(C)CO)ccc1OCC(=O)NC(C)(C)C	0.9	-3	1.1	-3	-3	1.1	11	1	1	-8
O=C(Cn1cnc2c(nnn2Cc2ccccc2F)c1=O)N1CCN(c2ccccc2)CC1	0.7	-2	0.9	-5	8	0.9	26	1	1	-10
Cc1ccc(CN(Cc2cccnc2)C(=S)Nc2cccc(Cl)c2C)cc1	0.9	-6	0.9	0	-6	0.9	12	1.1	1.1	-17
CC(C)C(OC(=O)c1nsc(Cl)c1Cl)C(=O)NCc1ccc2c(c1)OCO2 (stereo unspecified)	1	2	1	5	21	1	5	1	1.1	-8
Cn1c(CNc2nc(-c3ccccc3)cs2)nnc1SCC(=O)N1CCc2ccccc21	0.8	-2	1	-5	-28	0.9	16	1	1.1	-10
COc1ccc(NC(=O)c2cc(F)cc(F)c2)cc1Cl	0.9	-1	1	2	-2	1	13	1	1	-8
CC(C)N(c1ccccc1)c1ccc(NC(=O)CCl)cc1	1	-4	1.1	3	4	1.2	-4	1	1	-18
CCOC(=O)C1CCCN(C/C(O)=C(\C#N)c2nc(-c3ccc(Cl)cc3)cs2)C1 (stereo unspecified)	0.9	2	1.2	-8	-23	1.1	14	1	1	-8
Cc1csc(NC(=O)CCc2c(C)nc3cc(-c4ccc(Cl)cc4)nn3c2C)n1	0.9	-2	0.9	-2	13	0.9	11	1	1	-3
Cc1cc(NC(=O)c2cc(-c3ccc(Br)cc3)on2)no1	0.8	0	1	-6	5	1	17	1	1	-13
CCOc1ccc(CN2CCN(Cc3cc4ccccc4[nH]3)CC2CCO)cc1 (stereo unspecified)	0.8	3	0.8	14*	25	0.8	15	1	1	0
CC(C)CC(=O)N1CCN(Cc2ccccc2[N+](=O)[O-])CC1	0.9	-3	0.9	1	22	0.9	7	1	1	-4
CCCS(=O)(=O)N1CCN(CCCc2ccccc2)CC1	0.9	-3	1.1	-1	5	1	11	1	1.1	-14

An excerpt from above in order of their number in FLuc stim CS, high to low.
SMILES	TNAP inh hi DEA	PMI act satM6P	Efa HMGR inh	PMI act	TNAP act hi DEA	FLuc stim CS	TNAP inh noacc
Cc1ccc(S(=O)(=O)NCCSc2nnnn2C)cc1	-3	1	-8	1	1	1.1	-11
Cc1cc(NC(=O)c2cc(-c3ccc(Br)cc3)on2)no1	0	1	-6	1	1	1	-13
Cc1sc(NC(=O)c2ccco2)c(CN2CCN(c3ccccn3)CC2)c1C	-6	0.9	-1	0.8	1.1	0.9	-11

Bioassay records as filed in PubChem.
